FUS suppressor: qHTS for Suppressors of FUS Proteinopathy: Primary screen using FUS-linked yeast assay. S. cerevisiae FUS-expressing, growth rescue, OD600, 24 h. Potency, µM (series often up to 76.6 µM), inactives show top-dose growth rescue (activation), hits mostly activators. hit rate 0.24% among 390,000. AID 1347120, 2019;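 note: potency is the fitted concentration of half-maximal effect; plate controls were DMSO vehicle for no effect and reference control for full effect; nearly all actives have a fitted effect of over 55% in size; some results filed as inactive show a strong effect at the top dose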
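Quantitative HTS measuring growth restoration of FUS-toxic yeast. Galactose-induced cells (OD 0.005) were exposed 24hr at 30C to compounds at several concentrations, then absorbance at 600 nm was recorded.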
PTHR1 agonist: qHTS for PTHR1 Agonists: Primary Screen. Parathyroid hormone/parathyroid hormone-related peptide receptor (Homo sapiens), Q03431. Potency, µM (doses to about 115 µM), without a hit: top-dose activation, usual class: activators. HEK293 GP2 PTHR1 cells, GloSensor cAMP luminescence, 1 h. hit rate 0.075% among 410,000; note: potency is the fitted concentration of half-maximal effect; nearly all actives have a fitted effect of over 55% in size; some results filed as inactive show a strong effect at the top dose; inactives centre near -15; many of its hits are not listed in these tables
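HEK-293-derived GP2 cells expressing PTHR1 and a GloSensor cAMP reporter, 3,000/well, plated overnight, given luciferin plus IBMX (each 0.5 mM as added) for 1 h at 37 °C, then compound for 1 h at 37 °C. Luminescence was read after 15 min at room temperature.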
Abeta yeast res: qHTS for compounds that reverse cellular toxicity of Amyloid beta (A-beta) peptide in yeast: Primary Screen. yeast expressing A-beta42, growth rescue, OD600, 48 h; response scale: 0% DMSO, 100% iron-clioquinol control. Potency, µM (doses to about 46.1 µM), for inactives: top-dose growth rescue, most hits filed as activators. hit rate 0.063% among 410,000. AID 1347071, 2019; note: potency is the fitted concentration of half-maximal effect; nearly all actives have a fitted effect of over 55% in size
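Yeast growth medium received pinned compounds, then yeast cells expressing toxic A-beta were added; plates incubated at 30 C for 48 hr. Growth read as absorbance at 600 nm, normalized to DMSO and equimolar FeCl3 plus clioquinol controls.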
GLP1R ag: qHTS of GLP-1 Receptor Agonists; Glucagon-like peptide 1 receptor (Homo sapiens), P43220; HEK293 GLP-1R CRE-luciferase, luminescence, 4-6 h; cells express a hypersensitive GLP-1R form; Potency, µM (series often up to 45.6 µM), for inactives: top-dose activation, hits mostly activators; hit rate 0.007% among 380,000; AID 624172, 2012; note: potency is the fitted concentration of half-maximal effect; % of control where 0% means no effect
Target sequence (P43220 whole entry, looked up): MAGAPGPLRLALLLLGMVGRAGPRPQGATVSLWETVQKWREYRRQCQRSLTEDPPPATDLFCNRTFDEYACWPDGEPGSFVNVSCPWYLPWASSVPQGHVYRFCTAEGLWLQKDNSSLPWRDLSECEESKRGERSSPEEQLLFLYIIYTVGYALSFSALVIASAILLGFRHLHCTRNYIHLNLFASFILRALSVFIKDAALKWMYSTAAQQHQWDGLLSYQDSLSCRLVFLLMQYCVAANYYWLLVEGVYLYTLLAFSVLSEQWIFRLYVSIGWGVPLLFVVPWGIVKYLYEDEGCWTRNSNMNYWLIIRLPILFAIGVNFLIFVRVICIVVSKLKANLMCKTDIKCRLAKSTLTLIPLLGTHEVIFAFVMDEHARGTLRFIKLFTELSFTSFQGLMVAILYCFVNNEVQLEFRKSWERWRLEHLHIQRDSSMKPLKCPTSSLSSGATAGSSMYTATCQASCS
D3 antag: qHTS of D3 Dopamine Receptor Antagonist: qHTS; D3R cells, DiscoveRx beta-arrestin luminescence, antagonist mode; hits give low values; hit rate 2.5% among 360,000; D(3) dopamine receptor (Homo sapiens), P35462; max response, negative = inhibition, %; in the data active = max response below about -50%; inconclusive = no clear call, values can overlap the other calls; note: % is set by controls: 0 for no effect and ±100 for the full control effect; mostly tested at two doses, the higher about 12 µM
Target sequence (P35462 whole entry, looked up): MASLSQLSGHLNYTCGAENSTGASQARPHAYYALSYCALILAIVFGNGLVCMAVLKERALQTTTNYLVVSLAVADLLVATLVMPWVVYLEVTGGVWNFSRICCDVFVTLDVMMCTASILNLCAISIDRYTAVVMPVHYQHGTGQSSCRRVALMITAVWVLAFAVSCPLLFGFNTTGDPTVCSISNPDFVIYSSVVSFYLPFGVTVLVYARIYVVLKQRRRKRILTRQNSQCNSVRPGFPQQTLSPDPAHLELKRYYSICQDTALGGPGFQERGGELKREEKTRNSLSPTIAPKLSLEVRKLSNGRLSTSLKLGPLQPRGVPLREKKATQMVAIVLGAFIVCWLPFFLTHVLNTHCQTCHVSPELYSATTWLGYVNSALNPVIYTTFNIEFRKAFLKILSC
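Cells expressing the human receptor were seeded at 1500 cells/well, incubated overnight at 37 degrees C in 5% CO2, then exposed to library compounds with dopamine controls for 90 minutes at 37 degrees C before luminescent detection.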
GLP-1R inv ag: qHTS of GLP-1 Receptor Inverse Agonists (Inhibition Mode); Glucagon-like peptide 1 receptor (Homo sapiens), P43220; AID 624417, 2012; hit rate 1.6% among 410,000; Potency, µM (series often up to 38.3 µM), inactives show at the top dose activity change, negative = inhibition, usual class: inhibitors; HEK293 GLP-1R CRE-luciferase, luminescence, 24 h; GLP-1R form is constitutively active; note: potency is the fitted concentration of half-maximal effect; % is set by controls: 0 for no effect and ±100 for the full control effect; nearly all actives have a fitted effect of over 55% in size
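Assay principle: reduced luminescence from a cAMP-responsive reporter in HEK293 cells co-expressing a constitutively active GLP-1R. Conditions: 24 hr compound incubation, 37 deg C, 5% CO2.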
pAkt inh: HTS Assay for Inhibitors of Akt Phophorylation: Primary Screen. hit rate 0.32% among 360,000. activity change, % for hits at 50 µM. Neuro2A IGF-stimulated pAkt S473 HTRF, 20 min; hits give low values; in the data active = activity change below about -80%; inconclusive = mostly about -51% to -80%; note: % is set by controls: 0 for no effect and ±100 for the full control effect
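Neuro2A cells in DMEM with 0.5% FBS, overnight at 37 deg C, given compound at single 50 µM final, then IGF (6 nM final) for 20 min at 37 deg C. Lysed; phospho-Akt Ser473 by HTRF after 24 h, 665/615 ratio.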
TDP43 rescue: qHTS of TDP-43 Inhibitors; TDP-43 expressing yeast growth rescue, BacTiter-Glo, 24 h; Potency, µM (top dose mostly 46.1 µM), for inactives: at the highest dose growth rescue (activation), usual class: activators; hit rate 1.8% among 410,000; AID 652104, 2013; note: potency is the fitted concentration of half-maximal effect; % of control where 0% means no effect; nearly all actives have a fitted effect of over 50% in size
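Growth rescue of TDP-43-toxic yeast measured as ATP luminescence (BacTiter-Glo). Cells grown to mid-log in raffinose, induced in galactose at OD600=0.02, exposed to compound 24 hr at 30 deg C.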
aSyn rescue: qHTS of alpha-syn Inhibitors; Potency, µM (titrated, usually from 46.1 µM), for the others: at the top dose growth rescue (activation), most hits filed as activators; Yeast expressing alpha-synuclein, growth rescue, BacTiter-Glo, 24 h; AID 652106, 2013; hit rate 0.14% among 370,000; note: potency is the fitted concentration of half-maximal effect; % of control where 0% means no effect; nearly all actives have a fitted effect of over 65% in size
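Rescue of yeast growth: cells expressing toxic alpha-synuclein, induced in galactose at OD600 0.02, incubated with compound 24 h at 30 C. ATP luminescence quantified growth; inhibitors of toxicity appear as activators.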
The depositor's hits bear a star; i = inactive; u = inconclusive; x = no result given; [ ] = dose if it differs, or a comment. Unless noted, calls come from the whole dose curve; as a rule, active = well fitted curve in the direction sought with a large enough effect; inconclusive = small, poorly fitted or top-dose-only effect, or another doubt; inactive = no such curve, though single readings can be large; an effect the other way counts as inactive or inconclusive. An excerpt, so the mix of outcomes need not match the whole.

SMILES	FUS suppressor	PTHR1 agonist	Abeta yeast res	GLP1R ag	D3 antag	GLP-1R inv ag	pAkt inh	TDP43 rescue	aSyn rescue
CC(C)CCN1C(=O)c2ccc(C(=O)Nc3c[nH]c(=O)[nH]c3=O)cc2C1=O	-41%	-27%	-5%	6%	10	-1%	i	22%	-1%
Cc1ccc(NC(=O)Cn2nnc(-c3nc(-c4ccncc4)no3)c2N)c(C)c1	-21%	i	-1%	x	x	12%	x	21%	x
COc1ccc(OCC(=O)N2CCC(c3nc4ccccc4s3)CC2)cc1	28%	-31%[inhibitor]	-4%	x	x	u	x	u	x
O=C(N/N=C/c1cccnc1)c1ccc(S(=O)(=O)N2CCCCCC2)cc1	u	i	2%	0%	-22	11%	i	-11%	-8%
COc1ccc(N2CCCC2)c(NC(=O)c2ccc([N+](=O)[O-])o2)c1	3%	-14%	-34%[inhibitor]	14%	10	61%[activator]	i	13%	-11%
CC1Cc2ccccc2N1C(=O)C1CCCN1S(=O)(=O)c1ccc(Cl)cc1 (stereo not given)	u	13%	0%	-5%	-10	-23%	i	-31%[inhibitor]	-6%
CCOC(=O)/C(C#N)=C1/C=CN(C)C(C)=N1	-2%	-18%	-17%	-1%	-18	-1%	i	-19%	-2%
COc1ccc(OC)c(CNC(=O)c2nn(C)c3c2CSc2ccccc2-3)c1	-1%	-9%	-8%	x	x	-12%	x	20%	x
Cn1nc(C(=O)Nc2ccc(S(=O)(=O)NCc3ccco3)cc2)c2ccccc2c1=O	4%	i	7%	15%	1	30%	i	-11%	0%
Cc1cccc(C(=O)Nc2cc3c(cc2N2CCCCC2)n(C)c(=O)c(=O)n3C)c1	-17%	-16%	-6%	x	x	14%	x	-2%	x
CN(C1CCS(=O)(=O)C1)S(=O)(=O)c1ccc2ccccc2c1 (stereo not given)	-1%	i	-4%	8%	21	3%	i	2%	2%
CC1(C(=O)Nc2ccc3[nH]ncc3c2)CCN1C(=O)C/C=C/c1ccccc1 (stereo not given)	15%	i	11%	12%	32	-8%	i	0%	6%
CC(=O)C1=C(O)CC(c2ccccc2)CC1=NCCc1ccccc1 (stereo not given)	15%	i	-7%	12%	-18	u	i	-29%	14%
Cc1ccc(C)c(CN2CCC(CNC(=O)CCc3nnc4ccc(N5CCC(C)CC5)nn34)CC2)c1	21%	-10%	x	9%	-29	u	i	1%	-5%
O=C(c1ccc(F)cc1)N1CCN(c2cnn(-c3ccccc3)c(=O)c2Cl)CC1	10%	-44%[inhibitor]	-14%	0%	-2	13%[7.66 µM]	i	-29%[9.22 µM]	-18%
Cc1ccccc1S(=O)(=O)N1CCN(C)CC1	-11%	-6%	9%	-9%	15	8%	i	2%	0%
COc1ccc(NC(=O)c2sc(-c3ccccc3)nc2C)c(OC)c1	-20%	-4%	-27%	0%	22	1%	i	5%	-1%
COc1cc(-c2nnc(NC(=O)CS(=O)(=O)c3ccc(C)cc3)o2)cc(OC)c1OC	43%	-16%	-6%	-22%	6	15%	i	0%	1%
O=C1C=C(N2CCCCCC2)C(=O)N1c1ccc(Cl)cc1	11%	-21%	-53%[inhibitor]	14%	34	8%	i	0%	5%
O=C(O)c1cccc(Nc2nc3ccccc3nc2NS(=O)(=O)c2cccs2)c1	-16%	-48%[inhibitor]	-14%	-3%	-10	-8%	i	3%	-4%
CCOc1ccc(NC(=O)C2CCN(S(=O)(=O)c3ccc4c(c3)CC(C)N4C(C)=O)CC2)cc1 (stereo not given)	-10%	-37%[inhibitor]	-2%	1%	16	0%	i	-4%	-2%
COc1ccc(Cc2nc3ccc(C(=O)N4CCCN(C=O)CC4)cc3o2)cc1	8%	i	10%	-5%	-3	5%	i	-12%	-7%
CCOc1ccc(C(C)=O)cc1COC(=O)CCc1cc(OC)c(OC)c(OC)c1	u	i	6%	u	11	39%[activator]	i	-8%	7%
COc1ccc(CCn2c(S)nc3ccccc3c2=O)cc1	-25%	-3%	-6%	3%	24	20%	i	11%	-1%
CSc1nnc(NC(=O)c2cc3ccccc3oc2=O)s1	-19%	-3%	-8%	4%	35	11%	i	6%	0%
COc1ccc(NC(=O)CCc2c(C)nc3nc(C)nn3c2C)cc1	-1%	-23%[57.5 µM]	23%	-12%	12	0%	-118%*	14%	0%
Cn1nc(CC#N)c2c(=N)n(N)cnc21	-9%	-19%	3%	-2%	-18	10%	i	u	0%
O=C(NCc1ccccn1)c1ccc(Cl)cc1Cl	18%	i	9%	-10%	-21	44%[activator]	i	2%	-6%
O=C(CSCc1c(Cl)cccc1Cl)N1CCOCC1	16%	-8%	2%	13%	9	16%	i	-5%[0.397 µM]	12%
CC(C)c1ccc(NC(=O)Cn2cccc2C2=NC(c3ccccc3)CO2)cc1 (stereo not given)	x	-19%	13%	9%	5	u	i	22%	6%
O=C(Nc1ccncc1)C1CC(=O)N(Cc2ccccc2)C1 (stereo not given)	2%	i	0%	-4%	6	-13%	i	u	2%
Cc1ccccc1Nc1cc(C)c2c(O)cccc2n1	-28%	i	6%	-2%	21	-16%	i	4%	1%
CCCCOc1ccc(C(=O)N(C)CC(=O)Nc2ccc(C)cc2)cc1	-22%	-3%	9%	15%	-10	u	i	1%	12%
O=C(Nc1nnc(S(=O)(=O)N2CCc3ccccc32)s1)c1ccccc1Cl	4%	-63%[inhibitor]	9%	x	x	-15%	x	24%	x
CN1CCN(CC(=O)Nc2nc(-c3c[nH]c4ccccc34)cs2)CC1	u	-3%	15%	15%	8	-20%[0.307 µM]	i	6%	-5%
CCOc1ccccc1-n1c(SCC(=O)N2CCCc3ccccc32)nnc1-c1cccnc1	x	i	11%	1%	2	-15%	i	10%	-1%
Cc1nn(Cc2ccccc2)c(C)c1N	-2%	-23%	-2%	-1%	-17	9%	i	17%	-1%
O=C(Nc1cccc(S(=O)(=O)N2CCCC2)c1)c1cncc(Br)c1	-3%	-28%	-5%	0%	1	6%	i	7%	-8%
CCOC(=O)c1ccc(NC2=CC(c3ccc(O)c(OCC)c3)N(c3ccc(C(=O)OCC)cc3)C2=O)cc1 (stereo not given)	2%	-6%	-7%	-2%	x	3%	x	6%	x
O=C(CSC1=Nc2ccccc2C2=NC(Cc3ccccc3)C(=O)N12)Nc1ccccc1 (stereo not given)	u	-21%	-21%	x	x	-6%	x	5%	x
O=C(COC(=O)c1ccccc1)Nc1ccc2[nH]c(=O)[nH]c2c1	34%	i	-7%	7%	0	31%[activator]	i	-2%	0%
CCOC(=O)CNC(=O)Cn1cnc2c(nnn2-c2ccc(OC)cc2)c1=O	-21%	-30%[inhibitor]	10%	8%	3	1%	i	17%	1%
COC(=O)Cc1ccc(NC(=S)NCc2ccccc2Cl)cc1	13%	-27%	23%	4%	-9	u	i	0%	-10%
CCOC(=O)[C@H](CCc1ccccc1)N[C@@H](C)C(=O)N1C(C(=O)O)C[C@@H]2CCC[C@@H]21 (stereo not given in full)	-25%	-18%	-8%	24%	-18	-6%	i	0%	-9%
CC1C(=NO)C(C)C(c2ccc(N(C)C)cc2)NC1c1ccc(N(C)C)cc1 (stereo not given)	-12%	i	4%	-4%	11	2%	i	-15%	-3%
O=C(CSc1nnnn1-c1cccc(F)c1)Nc1nc2ccccc2s1	46%	i	-8%	5%	11	-32%	i	2%	1%
COc1cccc(N2CCN(CC(=O)NC3=Nc4ccccc4N=C(C)C3c3ccccc3)CC2)c1 (stereo not given)	2%	i	6%	14%	7	u	i	-10%	8%
COc1ccc2[nH]c3c(c2c1)CCN1C(=O)C(CC(=O)NC(C)(C)C)C[C@H](C(=O)N2CCCCC2)[C@@]31C (stereo not given in full)	17%	i	3%	-3%	19	4%	i	6%	-2%
Cc1ccc(N(O)C(C)(C)C)cc1	x	-18%	2%	-2%	1	-23%	i	u	9%
O=C(Nc1ccccc1C(=O)O)c1cccc(NC(=O)c2ccc(Br)o2)c1	29%	u	-8%	0%	10	6%	i	-32%[inhibitor]	-16%

(list continues)
SMILES	FUS suppressor	PTHR1 agonist	Abeta yeast res	GLP1R ag	D3 antag	GLP-1R inv ag	pAkt inh	TDP43 rescue	aSyn rescue
O=C(CSc1n[nH]c(=O)[nH]c1=O)NCC1CCCCC1	-51%[inhibitor]	i	-3%	-2%	44	13%	i	-2%	0%
COCCn1c(SCC(=O)NC(=O)NC(C)(C)C)nc2ccccc21	2%	-5%	13%	-6%	23	6%	i	-4%	0%
O=C(Cc1ccc(NS(=O)(=O)c2ccc(F)cc2)cc1)NCc1cccnc1	35%	i	-5%	16%	-6	0%	i	-10%	-2%
Cc1nc2ccccc2nc1OCC(=O)NCc1ccc2c(c1)OCO2	u	i	8%	10%	-65*	-3%	i	-3%	-6%
CCOc1ccc2c(S(=O)(=O)O)cccc2c1[N+](=O)[O-]	-8%	i	2%	6%	-8	13%	i	25%	-9%
